Source: PubChem (several laboratories)
SR-BI DiI-HDL act – SR-BI HDL lipid transfer activation | hit rate 0.096% among 320,000 | activation, % at 12.5 µM | CHO ldlA[mSR-BI] cells, DiI-HDL uptake fluorescence, 3 h; 100 = double the neutral-control signal;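 active = mean replicate activation of at least 60% and every replicate at or above 60%; inconclusive = mean or all-replicate condition met, but not both; inactive = mean below 60% and not all replicates reaching 60%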;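 also: 0% = median plate neutral-control signal and 100% = twice that signal; values of inactives mirror those of a sister screen read the other way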
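Assay system: LDL receptor-deficient CHO ldlA cells overexpressing murine SR-BI / Medium: BSA-supplemented, HEPES-buffered Ham's F12, pH 7.4 / Probe or stimulus: DiI-labelled HDL at 10 µg/mL final / Timing: compound with DiI-HDL co-incubation, 3 h at 37 °C / Technique: bottom-read cell fluorescence after medium removal, ex 550/em 595 nm / Measure: HDL uptake via cellular fluorescence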
MITF TRPM1 HTS – increases MITF-driven TRPM1 promoter luciferase signal. activation, % at 12.5 µM. hit rate 0.75% among 300,000. SK-MEL-5 TRPM1-promoter luciferase, 24 h; % of positive control, neutral wells = 0;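 active = mean activation of at least 80% with every replicate also reaching 80%; inconclusive = mean reaches 80% but some replicate falls short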;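 also: 0% = neutral control wells and 100% = parthenolide positive control wells; values of inactives mirror those of a sister screen read the other way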
HTR5A ag ctr – HTR5A agonism, opioid heterodimer counter-screen; P47898; HTR5A agonist assay, luminescence, cell-based; activation, % at 9.3 µM; hit rate 0.61% among 340,000; in the data active = activation mostly above about 9.5%, no sharp cut-off; inactive = mostly below about 7.6%;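 also: 0% = cells with vehicle only and 100% = reference agonist; strong numbers were not always called active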
RTF Ca sens act – increases calcium sensitivity of human cardiac regulated thin filaments. activation, % at 7.2 µM. hit rate 0.24% among 340,000. P19429+P45379. IANBD-labeled TnC RTF fluorescence at EC20 calcium; 0% EC20 calcium, 100% full calcium;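 active = activation above the mean over all tested compounds plus 3 SD, cut at about 30% in these data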;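 also: rise in fluorescence read as greater calcium sensitivity of cardiac thin filaments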
SR-BI DiI inh – blocks mouse SR-BI lipid uptake from DiI-HDL. inhibition, % at 12.5 µM. Q61009. AID 488896. ldlA[mSR-BI] CHO cells, DiI-HDL uptake fluorescence, 3 h. hit rate 0.96% among 320,000;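 active = mean replicate inhibition of at least 70% and a set share of replicates each scoring 70 or more; inconclusive = meets just one of the two criteria; inactive = fails both criteria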;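 also: 0% = median of neutral control wells and 100% = median of positive control wells; values of inactives mirror those of a sister screen read the other way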
dFosB act – enhances mouse delta FosB homodimer DNA binding. purified delta FosB, TAMRA-CDK5 oligo fluorescence polarization; percent of positive-control signal above neutral wells. AID 493131. hit rate 0.99% among 340,000. activation, % at 25 µM;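 active = mean activation above about 17%, with every replicate also reaching it, limit read from the data, passing the limit was not always enough; inconclusive = only one of the two conditions met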;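 also: fluorescence polarization rise as delta FosB binds a TAMRA Cdk5 AP-1 oligo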
Rtt109 HAT inh – inhibitors of Candida albicans Rtt109/Vps75 histone acetyltransferase. Q5AAJ8. purified Rtt109/Vps75, ThioGlo CoA-SH fluorescence, 4 h. inhibition, % at 34.9 µM. hit rate 0.16% among 330,000;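 active = inhibition of at least 50% in every replicate; inconclusive = best replicate reaches 50% inhibition but some replicates fall short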
Target sequence (Q5AAJ8 whole entry, looked up): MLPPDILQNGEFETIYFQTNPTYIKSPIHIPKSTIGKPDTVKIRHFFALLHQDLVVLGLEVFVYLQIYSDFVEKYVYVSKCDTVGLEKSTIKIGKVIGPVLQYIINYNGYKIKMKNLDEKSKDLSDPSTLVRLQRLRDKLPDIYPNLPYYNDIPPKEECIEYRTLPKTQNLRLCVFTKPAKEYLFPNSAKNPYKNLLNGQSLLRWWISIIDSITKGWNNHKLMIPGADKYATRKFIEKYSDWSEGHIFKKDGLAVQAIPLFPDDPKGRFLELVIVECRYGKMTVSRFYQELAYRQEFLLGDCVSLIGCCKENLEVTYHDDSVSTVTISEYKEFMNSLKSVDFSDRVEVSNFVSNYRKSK
PvdQ acylase – P. aeruginosa PvdQ acylase inhibition; purified PvdQ acylase, fluorescence plate reader; inhibition, % at 10 µM; hit rate 0.063% among 340,000; in the data active = inhibition above about 30%, passing the limit was not always enough; inconclusive = no clear call, values can overlap the other calls;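 also: 0% = vehicle neutral wells and 100% = reference inhibitor wells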
CDK5 p35 inh – inhibitors of human CDK5/p35 kinase; hit rate 0.01% among 330,000; Q00535+Q15078; Recombinant CDK5/p35, ADP-Glo luminescence, 60 min; inhibition, % at 10 µM;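 active = highest replicate inhibition of at least 50% and at least 75% of replicates reaching 50%; inconclusive = only one of the two criteria met; inactive = both criteria failed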;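 also: plate controls were DMSO neutral control for no effect and GW8510 at 10 µM for full effect; many of its hits are not listed in these tables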
Target sequence (Q00535 whole entry, looked up): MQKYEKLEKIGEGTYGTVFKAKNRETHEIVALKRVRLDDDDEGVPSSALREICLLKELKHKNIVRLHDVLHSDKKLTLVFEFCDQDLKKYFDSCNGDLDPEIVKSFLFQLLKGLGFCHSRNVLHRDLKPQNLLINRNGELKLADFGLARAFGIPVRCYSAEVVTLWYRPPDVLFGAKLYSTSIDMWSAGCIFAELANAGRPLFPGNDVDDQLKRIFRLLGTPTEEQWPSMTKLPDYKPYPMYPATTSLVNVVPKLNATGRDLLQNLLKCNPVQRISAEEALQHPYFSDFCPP
Target sequence (Q15078 whole entry, looked up): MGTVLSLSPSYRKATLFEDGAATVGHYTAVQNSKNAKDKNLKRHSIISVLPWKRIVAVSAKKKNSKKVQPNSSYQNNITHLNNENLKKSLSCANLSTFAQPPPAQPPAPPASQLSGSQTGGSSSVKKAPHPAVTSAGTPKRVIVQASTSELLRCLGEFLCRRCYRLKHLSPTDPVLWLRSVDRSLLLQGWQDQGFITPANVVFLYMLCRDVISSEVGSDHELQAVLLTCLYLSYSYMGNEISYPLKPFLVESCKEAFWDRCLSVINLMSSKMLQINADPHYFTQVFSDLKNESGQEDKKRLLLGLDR
Wnt bcat act – activates Wnt/beta-catenin signaling in a reporter cell assay; hit rate 1.2% among 300,000; AID 743398; activator, plate reader; activation, % at 9.35 µM; in the data active = activation above about 30%, passing the limit was not always enough; inconclusive = no clear call, values can overlap the other calls;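 also: 0% = neutral control wells and 100% = positive control wells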
Starred values were filed as active, the others as inactive; u = inconclusive; x = not tested or not shown.

SMILES	SR-BI DiI-HDL act	MITF TRPM1 HTS	HTR5A ag ctr	RTF Ca sens act	SR-BI DiI inh	dFosB act	Rtt109 HAT inh	PvdQ acylase	CDK5 p35 inh	Wnt bcat act
N#CCSc1nnc(-c2ccccc2O)n1CCc1ccccc1	23	x	0	9	-23	-10	-14	-13	-3.4	1
Cc1ccccc1NC(=O)CCN1CCc2ccccc2C1	-3	-5	-1	4	3	0	-2	-12	-0.7	-1
COc1ccc(NC(=O)c2ccc(Cl)nc2)cc1S(=O)(=O)N1CCOCC1	-53	-9	-2	0	53	-4	-20	-15	0.7	-3
CC(C)C1CC(c2csc(N)n2)CCO1 (stereo unspecified)	4	5	-3	15	-4	-6	-9	-18	3.4	x
COc1ccc(C(NC(=O)/C=C/c2ccco2)c2ccc(OC)c(OC)c2)cc1OC	11	1	6	-7	-11	-13	-10	-10	x	-2
O=C(NCc1ccccc1F)c1ccc(S(=O)(=O)NCc2ccco2)cc1	6	6	1	6	-6	-2	0	-7	1.5	2
CCOC(=O)C1CCCN(Cc2cc(=O)oc3cc(C)ccc23)C1 (stereo unspecified)	-17	26	-4	2	17	-8	-1	-4	0.4	1
CN(C)/C=C/C(=O)c1ccc(Br)s1	1	24	5	17	-1	-6	1	-13	1.3	3
Cc1cc(C(=O)NCc2cccnc2)n(-c2ccccc2)n1	x	11	11	3	x	-6	5	-2	0.6	0
C/C(=N\NC(=O)c1ccc(Cl)cc1)c1cccnc1	-13	66	0	-6	13	0	9	-9	1.0	4
Cc1cc(C)cc(NC(=O)Cn2nnc3ccccc3c2=O)c1	13	-14	1	2	-13	-7	-6	9	5.2	0
COc1cccc(OCc2cc(C(=O)N(C)Cc3nc4ccccc4[nH]3)no2)c1	-32	66	-5	2	32	-7	-3	-9	1.7	25
C=CCCC(=O)Nc1nc(C)c(-c2csc(Nc3ccc(Cl)cc3Cl)n2)s1	-70	6	-1	6	70	-6	2	-13	0.1	-3
CSc1sc(C(=O)NCC2CC2)c2c1S(=O)(=O)N(C)c1ccccc1-2	-9	4	2	7	9	-2	3	-16	-0.3	2
Cc1ccc(NC(=O)c2ccc3c(c2)C(=O)N(CC2CCCO2)C3=O)cc1C (stereo unspecified)	-31	15	5	-2	31	-10	-3	-10	0.3	-2

Seven of the entries above in order of their number in Wnt bcat act, highest first:
| smiles | SR-BI DiI-HDL act | MITF TRPM1 HTS | RTF Ca sens act | SR-BI DiI inh | dFosB act | Rtt109 HAT inh | PvdQ acylase | CDK5 p35 inh | Wnt bcat act |
| --- | --- | --- | --- | --- | --- | --- | --- | --- | --- |
| COc1cccc(OCc2cc(C(=O)N(C)Cc3nc4ccccc4[nH]3)no2)c1 | -32 | 66 | 2 | 32 | -7 | -3 | -9 | 1.7 | 25 |
| CN(C)/C=C/C(=O)c1ccc(Br)s1 | 1 | 24 | 17 | -1 | -6 | 1 | -13 | 1.3 | 3 |
| CSc1sc(C(=O)NCC2CC2)c2c1S(=O)(=O)N(C)c1ccccc1-2 | -9 | 4 | 7 | 9 | -2 | 3 | -16 | -0.3 | 2 |
| CCOC(=O)C1CCCN(Cc2cc(=O)oc3cc(C)ccc23)C1 (stereo unspecified) | -17 | 26 | 2 | 17 | -8 | -1 | -4 | 0.4 | 1 |
| Cc1cc(C)cc(NC(=O)Cn2nnc3ccccc3c2=O)c1 | 13 | -14 | 2 | -13 | -7 | -6 | 9 | 5.2 | 0 |
| Cc1ccccc1NC(=O)CCN1CCc2ccccc2C1 | -3 | -5 | 4 | 3 | 0 | -2 | -12 | -0.7 | -1 |
| Cc1ccc(NC(=O)c2ccc3c(c2)C(=O)N(CC2CCCO2)C3=O)cc1C (stereo unspecified) | -31 | 15 | -2 | 31 | -10 | -3 | -10 | 0.3 | -2 |

An excerpt from above in order of SMILES length, descending:
SMILES	SR-BI DiI-HDL act	MITF TRPM1 HTS	HTR5A ag ctr	RTF Ca sens act	SR-BI DiI inh	dFosB act	Rtt109 HAT inh	PvdQ acylase	CDK5 p35 inh	Wnt bcat act
COc1ccc(NC(=O)c2ccc(Cl)nc2)cc1S(=O)(=O)N1CCOCC1	-53	-9	-2	0	53	-4	-20	-15	0.7	-3
Cc1cc(C)cc(NC(=O)Cn2nnc3ccccc3c2=O)c1	13	-14	1	2	-13	-7	-6	9	5.2	0
CN(C)/C=C/C(=O)c1ccc(Br)s1	1	24	5	17	-1	-6	1	-13	1.3	3

(more compounds)
SMILES	SR-BI DiI-HDL act	MITF TRPM1 HTS	HTR5A ag ctr	RTF Ca sens act	SR-BI DiI inh	dFosB act	Rtt109 HAT inh	PvdQ acylase	CDK5 p35 inh	Wnt bcat act
Cc1ccccc1C(=O)N1CCN(CCNC(=O)C(=O)Nc2ccc(Br)cc2)CC1	-57	-8	2	-4	57	-14	6	-9	0.6	-3
N=c1ccn(Cc2ccccc2Cl)cc1	31	-29	0	5	-31	-4	1	-7	-0.3	11
O=C(CSc1nnc2c(n1)[nH]c1ccc(F)cc12)NC1CC1	14	-7	-1	2	-14	7	-3	-6	-1.5	-2
CCOc1ccc(CNC(=O)CCCn2nc(CC)n3c(cc4occc43)c2=O)cc1	-67	5	2	9	67	-12	-26	5	0.9	-3
O=CN1CCN(C(=O)CN2C(=O)c3ccccc3C2=O)CC1	3	2	-1	-1	-3	1	-2	-13	-1.2	x
CC(C)NC(=O)CN1CCC(O)(c2ccccc2)CC1	20	-10	-1	-4	-20	3	x	3	-2.0	x
COc1ccc(CCNC(=O)CCC(=O)Nc2nnc(C(C)C)s2)cc1OC	10	-12	0	1	-10	-10	-6	-8	-1.1	x
C=CCc1cccc(/C=N/NC(=O)C(C)Nc2ccc(C)cc2)c1O (stereo unspecified)	-57	-24	1	2	57	-3	11	4	0.8	-3
Cc1ccc(S(=O)(=O)N2CCN(C(=O)CN3CCN(c4ccc(O)cc4)CC3)CC2)cc1	2	-2	2	4	-2	-3	1	-10	-2.0	2
Cc1nn(CC(=O)NCCc2ccccc2)c(=O)c2cc3occc3n12	4	0	-5	-5	-4	15	9	-2	-1.3	1
O=C(CCNc1ccccc1)c1ccc2c(c1)OCO2	-20	x	6	3	20	-10	-5	-5	0.1	48*
CC(C)(C)NC(=O)C(c1cccs1)N(CC1CCCO1)C(=O)Cn1nnc(-c2cccs2)n1 (stereo unspecified)	-24	-12	-3	11	24	-9	-7	-9	0.4	x
O=C(c1ccco1)N(Cc1cccc(F)c1)C1CCS(=O)(=O)C1 (stereo unspecified)	5	-3	2	2	-5	3	-6	-7	0.5	0
CCOC(=O)N1CCN(Cc2ccccc2F)CC1	17	9	5	0	-17	-1	-19	-7	0.3	0
COCc1nnc(NC(=O)c2ccc(S(=O)(=O)N3CCCC3)cc2)o1	3	0	-3	2	-3	-2	-5	-3	-0.1	0
CCn1nc(C)c([N+](=O)[O-])c1C(=O)NNC(=O)c1ccccc1Cl	21	-2	5	0	-21	-4	-1	-14	0.5	0
COc1nc(N/N=C/c2cc3c(cc2Br)OCO3)nc(N2CCOCC2)n1	-54	x	1	0	54	0	u	2	-1.3	2
CC1(C(=O)OCC(=O)N2c3ccccc3Sc3ccccc32)CC1(Cl)Cl (stereo unspecified)	-1	7	-1	-8	1	-1	-2	8	-0.2	-6
O=C(c1ccc(N2CCN(CCO)CC2)nc1)N1CCOCC1	8	-10	-2	-4	-8	1	21	0	0.8	-1
CC(=O)N(C)c1ccc(NC(=O)c2ccco2)cc1	13	35	1	8	-13	-6	-2	-18	0.0	35*
O=C(Oc1cc(=O)oc2ccccc12)c1cccnc1Cl	25	7	0	-4	-25	-6	19	0	-1.5	11
O=C(Nc1cccnc1)c1ccc(COCC(F)(F)F)cc1	-6	17	0	-7	6	-5	-21	-2	0.0	-4
CCN1Cc2c(/C=C/c3ccccc3)nc3ccc(OC)cc3c2N(c2cccc(Cl)c2)C1	-52	-50	4	14	52	21*	-1	-1	1.0	0
O=C(O)COc1ccc2c(-c3ccccc3)cc(=O)oc2c1	20	-2	3	-1	-20	-3	-20	-3	0.2	x
O=[N+]([O-])c1cccc(-c2nnc3ccc4ccccc4n23)c1	-3	4	1	7	3	-13	-1	13	-1.1	x
CCCCc1nc2sc3c(=O)[nH]cnc3c2c2c1CCCC2	x	0	-2	1	x	-4	-2	-9	-0.3	3
O=C(NCc1ccco1)C(C(=O)c1ccccc1)n1ccccc1=O (stereo unspecified)	3	-4	-9	2	-3	-2	2	7	0.7	-3
Cc1ccc(S(=O)(=O)CCC(=O)OCC(=O)Nc2cc(S(=O)(=O)N3CCOCC3)ccc2C)cc1	14	11	-4	-1	-14	-3	-3	-16	-3.7	-4
CCn1c(-c2cc(Br)cc(OC)c2O)nc2cc(S(=O)(=O)N(C)C)ccc21	-30	x	-1	6	30	-13	x	-19	-0.6	1
COc1cccc(-c2nc(N3CCC(C)CC3)c3ccccc3n2)c1O	-71	-25	-1	-5	u	-1	0	-21	0.3	x
Cn1c(=N)n(CC(=O)c2ccc(F)cc2)c2ccccc21	-3	-33	0	12	3	-12	4	-10	-4.4	0
COc1ccc(-c2noc(CN(C(=O)c3ccc4c(c3)OCO4)C(C)C)n2)cc1OC	-9	2	1	-5	9	-6	5	1	-0.9	-2
COC(=O)CN1C(=O)C(O)(CC(=O)c2ccc(Br)cc2)c2ccccc21 (stereo unspecified)	11	-3	-2	2	-11	-4	-4	-15	2.8	-1
CN(C)S(=O)(=O)c1ccc(-c2cn3ccccc3n2)cc1	-1	x	7	-3	1	-15	-4	-18	-1.0	x
Cc1[nH]n(-c2ccccc2)c(=O)c1N=Nc1c(Cl)cccc1Cl	17	x	-3	-4	-17	-2	-3	-8	0.2	x
CCc1nnc(NC(=O)CCC(=O)O)s1	6	x	1	11	-6	-6	-4	-4	-2.6	0
O=C(NCc1cccc2[nH]ccc12)C1CCC(=O)N(CCc2ccccc2)C1 (stereo unspecified)	120*	4	0	-2	-120	-12	1	-7	2.0	-1
CC(C)(CC(=O)OCC(=O)Nc1ccccc1F)CC1=NS(=O)(=O)c2ccccc2N1	5	-10	4	-2	-5	-10	0	7	0.0	-3
COc1ccc(C(=O)NCCn2cc(SCC(=O)N3CCOCC3)c3ccccc32)cc1	-21	0	0	11	21	-7	1	-5	-2.3	x
COc1cc(NC(=O)COC(=O)C2CC(O)CN2S(=O)(=O)c2ccc(Cl)cc2)c(C)cc1[N+](=O)[O-] (stereo unspecified)	-12	14	-1	-10	12	-12	9	-8	0.8	3
CN1CCNC(=O)C1CC(=O)NCCc1ccccc1F (stereo unspecified)	14	-1	2	-2	-14	-2	0	-6	-0.4	0
COc1ccc(-c2coc3cc(O)cc(O)c3c2=O)cc1	13	97*	2	-2	5	-8	7	4	2.4	55*
